Screening results from PubChem.
M1 ag: agonists of human M1 muscarinic receptor; actives 0.33% (n = 360,000); activation, % at 3 µM; AID 588814; P11229; CHO-K1 hM1, Fluo-8 calcium fluorescence, agonist mode; 0% DMSO, 100% acetylcholine EC100;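 active = activation above the run's mean compound activation plus 3 SD, cut at about 16% in these data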;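 note: peak over basal fluorescence ratio within a 140 s kinetic read after compound addition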
TAAR1 agonist: human TAAR1 agonism. CHO RD-HGA16 TAAR1, Fluo-8 calcium fluorescence; vehicle wells 0%, saturating PEA agonist 100%. activation, % at 3 µM. actives 0.99% (n = 360,000);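 active = activation above the mean activation of all test compounds in the run plus 3 SD, cut at about 38% in these data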
Target sequence (Q96RJ0 whole entry, looked up): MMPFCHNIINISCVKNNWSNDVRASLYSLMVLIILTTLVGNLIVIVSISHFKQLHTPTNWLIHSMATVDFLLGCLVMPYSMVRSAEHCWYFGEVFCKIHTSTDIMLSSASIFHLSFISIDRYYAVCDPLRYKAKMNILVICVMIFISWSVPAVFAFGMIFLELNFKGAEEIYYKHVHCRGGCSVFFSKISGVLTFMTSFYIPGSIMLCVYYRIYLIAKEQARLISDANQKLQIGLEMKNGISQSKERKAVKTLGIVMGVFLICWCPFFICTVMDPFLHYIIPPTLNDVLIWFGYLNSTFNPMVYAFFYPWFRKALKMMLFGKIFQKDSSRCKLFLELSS
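System: CHO-derived RD-HGA16 cells with stable Gα16 and human TAAR1. Times: 17-24 h plating, Fluo-8 75 min 37 °C, 30 min RT. Measured by: calcium-sensitive Fluo-8 signal, excitation 470-495, emission 515-575 nm. Read-out basis: % activation relative to PEA EC100 response. Control set: DMSO and PEA EC100. Repeats: no replicates (n 1).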
CHO-K1 Ca ag: M1 agonist counterscreen hit in parental CHO-K1 cells | actives 0.48% (n = 360,000) | activation, % at 3 µM | Fluo-8 calcium fluorescence; scaled to maximal ATP response, vehicle zero; in the data active = activation above about 15%;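 note: untransfected CHO-K1 host cells lacking M1 receptor as counterscreen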
CHO-K1 Ca antag: counter-screen for M1 antagonists: effect in parental CHO-K1 cells; ATP-induced calcium, Fluo-8 fluorescence; inhibition, % at 3 µM; AID 602250; actives 0.6% (n = 360,000);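 active = inhibition above a per-plate cutoff, the plate's mean sample inhibition plus 3 SD, cut at about 24% in these data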;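 note: 0% = DMSO plus EC80 ATP and 100% = DMSO alone without ATP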
OXTR potentiator: human OXTR potentiation; P30559; CHO-OTR cells, Fluo-8 calcium fluorescence, potentiator mode; 0% = oxytocin EC15, 100% = EC100; activation, % at 3 µM; actives 0.061% (n = 320,000); AID 2445;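 active = activation above that plate's cutoff, the mean activation of tested compounds plus 3 SD, cut at about 6.6% in these data, passing the limit was not always enough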;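 note: 100% uses oxytocin at 75 nM as the full agonist control; some results filed as inactive read as strong as hits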
Target sequence (P30559 whole entry, looked up): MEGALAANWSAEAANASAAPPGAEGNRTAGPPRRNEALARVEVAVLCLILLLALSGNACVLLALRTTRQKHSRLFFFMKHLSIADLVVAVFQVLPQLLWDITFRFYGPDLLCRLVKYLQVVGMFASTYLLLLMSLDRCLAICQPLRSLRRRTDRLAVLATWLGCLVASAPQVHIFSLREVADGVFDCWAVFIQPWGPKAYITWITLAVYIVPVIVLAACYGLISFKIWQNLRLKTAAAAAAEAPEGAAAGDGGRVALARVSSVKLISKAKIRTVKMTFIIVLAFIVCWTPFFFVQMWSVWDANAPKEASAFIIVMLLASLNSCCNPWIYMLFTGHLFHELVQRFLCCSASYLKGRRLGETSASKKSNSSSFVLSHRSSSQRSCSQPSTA
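test system = CHO-OTR cells, human receptor | compound = single-point 3.0 µM | schedule = 6 min compound pre-incubation at room temperature, 100 s kinetic read | signal = Fluo-8 no-wash calcium dye fluorescence, excitation 470-495 nm, emission 515-575 nm | repeats = single well per compound, singlicate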
M1 PAM parental: nonselective activator or artifact in parental CHO-K1 calcium assay; ATP EC20, Fluo-8 calcium fluorescence; 0% at ATP EC20, 100% at ATP max; activation, % at 3 µM; actives 0.02% (n = 360,000); AID 602247;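 active = activation above the run cutoff, the mean activation of all test compounds plus 3 SD, cut at about 40% in these data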;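 note: peak over basal fluorescence ratio in a 140 s read after ATP addition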
CHO parental Ca: counter-screen: ATP calcium response change in parental CHO cells; parental CHO-K1, ATP-induced calcium, Fluo-8 fluorescence; inhibition, % at 5.6 µM; actives 0.63% (n = 330,000); AID 463079;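 active = inhibition above that plate's mean sample inhibition plus 3 SD, cut at about 26% in these data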;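 note: 0% = ATP-challenged DMSO wells and 100% = DMSO wells without ATP; some compounds past the cut are filed as inactive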
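Assay system – parental CHO cells · Reagent – ATP stimulus · Detection – intracellular calcium via Fluo-8 no-wash fluorescent dye · Evaluation – percent inhibition of ATP-evoked calcium rise, normalized to controls · Controls – ATP wells versus no-ATP DMSO wells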
TAAR1 antagonist: antagonists of human TAAR1. Q96RJ0. CHO RD-HGA16 TAAR1, Fluo-8 calcium fluorescence, antagonist. inhibition, % at 3 µM. actives 1.5% (n = 360,000). AID 624466;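 active = inhibition above a per-plate cutoff, the mean inhibition of test compounds on that plate plus 3 SD, cut at about 49% in these data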;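 note: 0% = DMSO plus EC80 beta-PEA response and 100% = DMSO alone without agonist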
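Test system – hTAAR1-expressing CHO RD-HGA16 cells, Gα16-coupled · Also added – β-PEA at EC80 concentration, post-compound challenge · Compound – 3 µM, single point · Incubation – dye loading 75 min at 37 °C, then 30 min room temperature · Measured by – Fluo-8 intracellular calcium dye fluorescence, real-time kinetic reads · Benchmarks – vehicle and agonist controls · Replicates – singlicate, one well per test compound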
V1R ag counter: counter-screen for oxytocin receptor agonists: human V1a receptor agonists; P37288; CHO-V1R cells, Fluo-8 calcium fluorescence, agonist mode; 0% DMSO, 100% 3 nM vasopressin; activation, % at 3 µM; actives 0.25% (n = 320,000); AID 2797;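 active = activation above the mean activation of all tested compounds plus 3 SD, per screening run, cut at about 20% in these data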;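 note: signal is peak over basal fluorescence ratio across a 100 second FLIPR read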
An asterisk follows results filed as active; / = not tested or not shown.

1) COc1ccc(CN(C)C[C@@H]2OCCCC[C@@H](C)Oc3ccc(N(C)C)cc3C(=O)N([C@H](C)CO)C[C@@H]2C)cc1
2) COc1cccc(CNC(=O)CCNC(=O)N2CCn3c2nc2ccccc23)c1
3) CCOC(=O)CSc1ccc(C(=O)Nc2ccc(Cl)cc2)cn1
4) COCCn1c(C)cc(C(=O)COC(=O)CNC(=O)c2ccco2)c1C
5) CN(C(=O)c1c[nH]c(=O)cc1C(F)(F)F)c1ccc(Cl)c(Cl)c1
6) CCOc1ccccc1N(C(=O)CNS(=O)(=O)c1ccccc1)C(CC)C(=O)NCc1ccco1 (configuration not stated)
7) O=C(Nc1cccc(-n2cnnn2)c1)c1ccoc1COc1ccc(Cl)cc1
8) O=C(O)c1cccc2c1Cc1cc(Cl)ccc1-2
Compound,1,2,3,4,5,6,7,8
M1 ag,-10.3,-5.4,-4.7,-2.7,-1.2,-5.3,-1.4,-4.4
TAAR1 agonist,-0.2,0.8,8.9,0.3,7.6,-0.4,19.4,-1.9
CHO-K1 Ca ag,-0.7,-0.1,3.6,0.1,1.4,0.0,2.1,2.5
CHO-K1 Ca antag,-4.7,-20.5,10.9,-9.1,-11.2,-20.6,-5.2,-4.3
OXTR potentiator,/,3.0,-22.0,-6.5,-9.4,2.7,-10.4,/
M1 PAM parental,12.1,17.2,-11.4,-17.8,3.9,3.7,20.5,25.6
CHO parental Ca,/,-19.9,-6.0,-11.1,-9.2,-26.0,7.8,/
TAAR1 antagonist,-6.3,-16.4,3.8,-1.0,9.7,-21.7,10.2,7.6
V1R ag counter,/,0.6,5.9,0.4,3.5,-1.4,1.9,/

9) COc1ccc(CN(CC2CCC(C(=O)O)CC2)C(=S)Nc2cc(C)cc(C)c2)cc1 (configuration not stated)
10) COc1ccccc1CCNC(=O)Nc1cccc([N+](=O)[O-])c1
11) COc1cc2c(cc1OC)C(c1ccc(-c3ccc(Cl)c(Cl)c3)o1)=NCC2
12) O=C(COC(=O)c1ccccn1)NCc1ccc(Cl)cc1Cl
13) CCOc1ccc(Cc2nnc(SCC(=O)Nc3ccc(OC)cc3)n(N)c2=O)cc1
14) CCOC(=O)CSC1=C(C#N)C(c2ccccc2Cl)C(C(=O)OC)C(=O)N1 (configuration not stated)
15) C[C@H](O)[C@@H]1C(=O)N2CCc3c([nH]c4ccccc34)[C@@H]2C[C@@H]1N(C)C(=O)NC1CCCCC1
16) CC(=O)N1c2ccc(S(=O)(=O)N3CCC(C(=O)NCCc4ccc(Cl)cc4)CC3)cc2CC1C (configuration not stated)
Compound,9,10,11,12,13,14,15,16
M1 ag,0.7,-1.2,-4.5,-3.1,-1.7,-6.1,-3.6,-0.1
TAAR1 agonist,5.9,6.4,16.4,1.3,4.4,6.7,3.6,12.2
CHO-K1 Ca ag,0.2,11.6,2.0,-0.7,-0.6,-0.5,-0.1,10.8
CHO-K1 Ca antag,-8.2,-9.2,-0.6,-2.8,2.8,8.0,2.3,13.2
OXTR potentiator,2.8,-15.5,-2.0,2.1,-6.1,-0.6,/,-12.3
M1 PAM parental,-18.6,8.1,11.2,1.6,2.7,-6.2,7.3,-22.9
CHO parental Ca,-3.6,14.3,-6.2,-12.5,-11.7,-15.9,/,-8.5
TAAR1 antagonist,20.6,29.3,-0.3,-5.8,-19.7,-0.3,-5.9,23.3
V1R ag counter,0.8,6.4,0.8,-0.5,0.0,0.2,/,13.5

Arranged by molecular weight (largest number first): 12 of the compounds above.
16) CC(=O)N1c2ccc(S(=O)(=O)N3CCC(C(=O)NCCc4ccc(Cl)cc4)CC3)cc2CC1C (configuration not stated)
6) CCOc1ccccc1N(C(=O)CNS(=O)(=O)c1ccccc1)C(CC)C(=O)NCc1ccco1 (configuration not stated)
9) COc1ccc(CN(CC2CCC(C(=O)O)CC2)C(=S)Nc2cc(C)cc(C)c2)cc1 (configuration not stated)
15) C[C@H](O)[C@@H]1C(=O)N2CCc3c([nH]c4ccccc34)[C@@H]2C[C@@H]1N(C)C(=O)NC1CCCCC1
14) CCOC(=O)CSC1=C(C#N)C(c2ccccc2Cl)C(C(=O)OC)C(=O)N1 (configuration not stated)
11) COc1cc2c(cc1OC)C(c1ccc(-c3ccc(Cl)c(Cl)c3)o1)=NCC2
7) O=C(Nc1cccc(-n2cnnn2)c1)c1ccoc1COc1ccc(Cl)cc1
2) COc1cccc(CNC(=O)CCNC(=O)N2CCn3c2nc2ccccc23)c1
5) CN(C(=O)c1c[nH]c(=O)cc1C(F)(F)F)c1ccc(Cl)c(Cl)c1
3) CCOC(=O)CSc1ccc(C(=O)Nc2ccc(Cl)cc2)cn1
Compound,16,6,9,15,14,11,7,2,5,3
M1 ag,-0.1,-5.3,0.7,-3.6,-6.1,-4.5,-1.4,-5.4,-1.2,-4.7
TAAR1 agonist,12.2,-0.4,5.9,3.6,6.7,16.4,19.4,0.8,7.6,8.9
CHO-K1 Ca ag,10.8,0.0,0.2,-0.1,-0.5,2.0,2.1,-0.1,1.4,3.6
CHO-K1 Ca antag,13.2,-20.6,-8.2,2.3,8.0,-0.6,-5.2,-20.5,-11.2,10.9
OXTR potentiator,-12.3,2.7,2.8,/,-0.6,-2.0,-10.4,3.0,-9.4,-22.0
M1 PAM parental,-22.9,3.7,-18.6,7.3,-6.2,11.2,20.5,17.2,3.9,-11.4
CHO parental Ca,-8.5,-26.0,-3.6,/,-15.9,-6.2,7.8,-19.9,-9.2,-6.0
TAAR1 antagonist,23.3,-21.7,20.6,-5.9,-0.3,-0.3,10.2,-16.4,9.7,3.8
V1R ag counter,13.5,-1.4,0.8,/,0.2,0.8,1.9,0.6,3.5,5.9

12) O=C(COC(=O)c1ccccn1)NCc1ccc(Cl)cc1Cl
10) COc1ccccc1CCNC(=O)Nc1cccc([N+](=O)[O-])c1
Compound,12,10
M1 ag,-3.1,-1.2
TAAR1 agonist,1.3,6.4
CHO-K1 Ca ag,-0.7,11.6
CHO-K1 Ca antag,-2.8,-9.2
OXTR potentiator,2.1,-15.5
M1 PAM parental,1.6,8.1
CHO parental Ca,-12.5,14.3
TAAR1 antagonist,-5.8,29.3
V1R ag counter,-0.5,6.4

(further entries)
17) Cc1nn(C)cc1/C=C1\CCC/C(=C\c2cn(C)nc2C)C1=O
18) COc1ccc([C@H]2CN(Cc3ccccc3)C(=O)[C@@H]2CC(=O)Nc2ccccc2)cc1
19) COc1ccc(/C=C/C(=O)OCC(=O)c2c[nH]c3ccccc23)cc1
20) COc1ccc(-c2nc(CN3CCC(C(=O)N4CCc5ccccc54)CC3)c(C)o2)cc1OC
21) CC(C)n1cnnc1SCC(=O)Nc1ccc(N2CCCCC2)cc1
22) Cc1nc(C(F)(F)F)ccc1C(=O)N1CCC1(C)C(=O)NS(=O)(=O)c1cccc(Cl)c1 (configuration not stated)
23) CCn1nc(Cc2cccc3ccccc23)c(C#N)c1N
24) Cc1c(CCC(=O)N2CCC(C(=O)O)(c3ccccc3)CC2)c(=O)oc2cc3oc4c(c3cc12)CCCC4
25) OCCN1CCN(c2ncnc3c2ncn3[C@H]2CN(Cc3ccc4c(c3)OCO4)C[C@@H](CO)O2)CC1
Compound,17,18,19,20,21,22,23,24,25
M1 ag,-3.4,-1.7,-2.2,-10.7,-2.6,-1.6,-3.7,-1.0,-2.2
TAAR1 agonist,8.6,1.6,0.5,-0.3,0.3,9.6,11.8,1.0,0.3
CHO-K1 Ca ag,0.1,1.1,0.8,1.9,-0.1,0.1,-0.1,0.8,0.2
CHO-K1 Ca antag,-12.4,1.1,-2.9,-9.1,-5.5,-6.7,-6.7,-4.5,-1.4
OXTR potentiator,-4.7,/,-2.2,-1.2,-13.2,/,-17.7,-5.4,/
M1 PAM parental,12.4,4.4,2.3,21.4,-3.7,9.9,7.4,5.1,-11.0
CHO parental Ca,1.9,/,-7.0,-11.7,-14.0,/,-6.8,-9.0,/
TAAR1 antagonist,10.5,8.3,22.5,-6.3,-8.9,-19.4,-11.2,-13.4,-1.2
V1R ag counter,-2.2,/,1.2,0.1,-0.9,/,-0.9,0.2,/

Not a hit list; overall some 3.3% were active at least once.
